# From PubChem BioAssay
# INS-1E ATP HTS = INS-1E beta cell protection from cytokine death. INS-1E cytokine-induced death, ATP luminescence, 48 h; normalised: neutral wells 0, positive control 100. protection from cytokine-induced ATP loss, % at 10 µM. actives 0.1% (n = 20,000);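 active = mean replicate protection from cytokine-induced ATP loss at least 50% and at least 75% of replicates each reaching 50%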
#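 Assay system: INS-1E rat cells / Quantity: 8000 cells per well / Medium: RPMI without phenol red, 5% FBS / Probe or stimulus: three-cytokine cocktail (IFN-γ, TNF-α, IL-1β) / Dosing: one compound concentration, pin transfer / Timing: 48 h co-treatment, 10 min post-lysis read / Technique: CellTiter-Glo luminescence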
# T cruzi intra = intracellular Trypanosoma cruzi inhibition. intracellular Trypanosoma cruzi in host cells, plate reader. activity score (inhibition), % at 5.01 µM. actives 4.9% (n = 22,000); in the data active = activity score above about 55%;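 note: parasites and compound incubated about four days before reading; 0% = median of neutral control wells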
# * = called active by the depositor; nt = not tested or not shown. Not all compounds are listed. The share of hits here may be higher or lower than overall.
SMILES,INS-1E ATP HTS,T cruzi intra
C[C@H](CO)N1C[C@H](C)[C@H](CN(C)Cc2ccc(-c3ccccc3)cc2)Oc2ccc(NC(=O)CCCN(C)C)cc2C1=O,-1,-11
C[C@@H]1CN([C@@H](C)CO)C(=O)Cc2cc(NC(=O)CCN3CCOCC3)ccc2O[C@@H]1CN(C)C(=O)Nc1ccc(C(F)(F)F)cc1,5,-15
COc1ccc(CN(C)C[C@@H]2Oc3ccc(NC(=O)Nc4ccc(F)cc4)cc3C(=O)N([C@H](C)CO)C[C@H]2C)cc1,-9,-19
Cc1noc(C)c1NC(=O)Nc1cccc2c1O[C@H](CN(C)C)[C@H](C)CN([C@H](C)CO)C2=O,5,-8
C[C@H]1CN([C@@H](C)CO)C(=O)Cc2cc(NS(=O)(=O)c3cccs3)ccc2O[C@@H]1CN(C)S(=O)(=O)c1cccs1,7,-9
C[C@@H]1CCCCO[C@H](CN(C)C(=O)Nc2ccccc2)[C@@H](C)CN([C@H](C)CO)C(=O)c2cc(NS(=O)(=O)c3ccc(F)cc3)ccc2O1,2,7
COc1ccc(NC(=O)N(C)C[C@H]2Oc3ccc(NC(=O)CCCN(C)C)cc3C(=O)N([C@H](C)CO)C[C@H]2C)cc1,4,-4
C[C@H]1CN([C@@H](C)CO)C(=O)c2cccc(NS(=O)(=O)c3ccccc3)c2O[C@@H]1CN(C)C(=O)Nc1cccc2ccccc12,-5,-10
C[C@@H]1CN([C@@H](C)CO)C(=O)Cc2cc(NC(=O)C3CCCCC3)ccc2O[C@@H]1CN(C)Cc1ccc(-c2ccccc2)cc1,-43,43
C[C@H]1CN([C@@H](C)CO)C(=O)Cc2cc(NS(C)(=O)=O)ccc2O[C@H]1CN(C)S(=O)(=O)c1ccccc1,1,-6
C[C@@H]1CN([C@H](C)CO)C(=O)Cc2cc(NC(=O)Nc3ccc(F)cc3)ccc2O[C@H]1CN(C)Cc1ccc2c(c1)OCO2,-2,7
C[C@H](CO)N1C[C@H](C)[C@H](CN(C)Cc2ccc(Oc3ccccc3)cc2)Oc2ccc(NC(=O)CCCN(C)C)cc2C1=O,-5,-26

# Two of these compounds in a different format.
# Value order – INS-1E ATP HTS | T cruzi intra
- C[C@@H]1CN([C@@H](C)CO)C(=O)Cc2cc(NC(=O)C3CCCCC3)ccc2O[C@@H]1CN(C)Cc1ccc(-c2ccccc2)cc1
  -43 | 43
- C[C@H]1CN([C@@H](C)CO)C(=O)Cc2cc(NS(C)(=O)=O)ccc2O[C@H]1CN(C)S(=O)(=O)c1ccccc1
  1 | -6

# The main list resumes; the 6 compounds before the break are reprinted first.
SMILES,INS-1E ATP HTS,T cruzi intra
COc1ccc(NC(=O)N(C)C[C@H]2Oc3ccc(NC(=O)CCCN(C)C)cc3C(=O)N([C@H](C)CO)C[C@H]2C)cc1,4,-4
C[C@H]1CN([C@@H](C)CO)C(=O)c2cccc(NS(=O)(=O)c3ccccc3)c2O[C@@H]1CN(C)C(=O)Nc1cccc2ccccc12,-5,-10
C[C@@H]1CN([C@@H](C)CO)C(=O)Cc2cc(NC(=O)C3CCCCC3)ccc2O[C@@H]1CN(C)Cc1ccc(-c2ccccc2)cc1,-43,43
C[C@H]1CN([C@@H](C)CO)C(=O)Cc2cc(NS(C)(=O)=O)ccc2O[C@H]1CN(C)S(=O)(=O)c1ccccc1,1,-6
C[C@@H]1CN([C@H](C)CO)C(=O)Cc2cc(NC(=O)Nc3ccc(F)cc3)ccc2O[C@H]1CN(C)Cc1ccc2c(c1)OCO2,-2,7
C[C@H](CO)N1C[C@H](C)[C@H](CN(C)Cc2ccc(Oc3ccccc3)cc2)Oc2ccc(NC(=O)CCCN(C)C)cc2C1=O,-5,-26
Cc1ccc(S(=O)(=O)Nc2cccc3c2O[C@H](CN(C)Cc2ccc(C(F)(F)F)cc2)[C@@H](C)CN([C@@H](C)CO)C3=O)cc1,-7,33
CC(C)NC(=O)Nc1cccc2c1O[C@@H](CN(C)Cc1ccc(C(=O)O)cc1)[C@@H](C)CN([C@H](C)CO)C2=O,6,-22
C[C@H](CO)N1C[C@H](C)[C@@H](CN(C)S(C)(=O)=O)Oc2ccc(NC(=O)CCCCCC(=O)Nc3ccccc3N)cc2C1=O,-16,-10
COc1ccc(NC(=O)Nc2cccc3c2O[C@H](CN(C)Cc2ccc4c(c2)OCO4)[C@H](C)CN([C@@H](C)CO)C3=O)cc1,-27,30
C[C@H]1CN([C@@H](C)CO)C(=O)Cc2cc(NC(=O)C3CC3)ccc2O[C@H]1CN(C)S(=O)(=O)c1cccs1,2,-15
O=C(CCCCCC(=O)Nc1ccccc1O)N/N=C/C=C/c1ccccc1,-2,-15
C[C@@H]1CN([C@H](C)CO)C(=O)c2cccc(NC(=O)NC3CCCCC3)c2O[C@@H]1CN(C)S(=O)(=O)c1ccc(Cl)cc1,-7,14
COc1ccc(NC(=O)N(C)C[C@H]2Oc3c(NC(=O)C4CCCCC4)cccc3C(=O)N([C@@H](C)CO)C[C@H]2C)cc1,4,-9
C[C@@H]1CN([C@@H](C)CO)C(=O)c2cccc(NC(=O)Nc3ccccc3)c2O[C@@H]1CN(C)S(=O)(=O)c1cccs1,-7,26
C[C@H](CO)N1C[C@H](C)[C@@H](CN(C)CC2CC2)OCc2cnnn2CCCC1=O,nt,-3
COc1ccc(S(=O)(=O)N(C)C[C@@H]2Oc3c(NC(=O)C4CC4)cccc3C(=O)N([C@@H](C)CO)C[C@H]2C)cc1,4,-9
C[C@@H]1CN([C@H](C)CO)C(=O)CCCn2cc(nn2)CO[C@H]1CN(C)C(=O)C1CCCCC1,5,-17
CC(C)NC(=O)Nc1cccc2c1O[C@H](CN(C)S(=O)(=O)c1ccccc1)[C@H](C)CN([C@@H](C)CO)C2=O,6,-3
C[C@H]1CN([C@@H](C)CO)C(=O)Cc2cc(NS(=O)(=O)c3ccc(Cl)cc3)ccc2O[C@H]1CN(C)Cc1ccc(Cl)c(Cl)c1,-25,29
Cc1noc(C)c1NC(=O)N(C)C[C@@H]1OCc2cn(nn2)CCCC(=O)N([C@H](C)CO)C[C@@H]1C,nt,-23
C[C@H](CO)N1C[C@H](C)[C@H](CN(C)C(=O)Nc2ccc(F)cc2)Oc2ncc(C#Cc3cccc(F)c3)cc2C1=O,-16,38
Cc1cc(C(=O)Nc2cccc3c2O[C@H](CN(C)C(=O)NC2CCCCC2)[C@@H](C)CN([C@H](C)CO)C3=O)n(C)n1,11,-19
C[C@@H]1CN([C@H](C)CO)C(=O)c2cccc(NC(=O)NC3CCCCC3)c2O[C@@H]1CN(C)C(=O)Nc1ccc(C(F)(F)F)cc1,-2,25
C[C@H](CO)N1C[C@H](C)[C@@H](CN(C)C)Oc2ccc(NS(=O)(=O)c3ccccc3)cc2C1=O,-1,-11
C[C@H](CO)N1C[C@H](C)[C@@H](CN(C)S(=O)(=O)c2ccc(F)cc2)Oc2c(NC(=O)Nc3ccc(F)cc3)cccc2C1=O,6,11
C[C@H]1CN([C@@H](C)CO)C(=O)Cc2cc(NS(=O)(=O)c3cn(C)cn3)ccc2O[C@H]1CN(C)CC1CCCCC1,-2,-23
COc1ccc(NC(=O)Nc2cccc3c2O[C@H](CN(C)S(=O)(=O)c2ccc(Cl)cc2)[C@@H](C)CN([C@H](C)CO)C3=O)cc1,-5,16
C[C@@H]1CN([C@H](C)CO)C(=O)c2cccc(NC(=O)C3CCCCC3)c2O[C@H]1CN(C)Cc1ccc2c(c1)OCO2,-4,31
C=C(C)[C@@H]1CC=C(/C=N/NC(=O)CCCCCCC(=O)OC)CC1,-5,8
C[C@@H]1CCCCO[C@@H](CN(C)C(=O)CCC(F)(F)F)[C@@H](C)CN([C@H](C)CO)C(=O)c2cc(NC(=O)CCCN(C)C)ccc2O1,11,-15
C[C@@H]1CN([C@H](C)CO)C(=O)c2cc(NS(=O)(=O)c3cn(C)cn3)ccc2O[C@H]1CN(C)S(=O)(=O)c1ccc(F)cc1,nt,-8
Cc1ccc(S(=O)(=O)Nc2cccc3c2O[C@H](CN(C)S(=O)(=O)c2ccccc2)[C@@H](C)CN([C@H](C)CO)C3=O)cc1,10,21
C[C@@H]1CN([C@@H](C)CO)C(=O)CCCn2cc(nn2)CO[C@H]1CN(C)Cc1ccc2cccnc2c1,nt,-20
Cc1noc(C)c1S(=O)(=O)Nc1ccc2c(c1)C(=O)N([C@H](C)CO)C[C@H](C)[C@@H](CN(C)C(=O)Nc1ccccc1)OCCCC[C@@H](C)O2,2,10
Cc1cc(C(=O)Nc2cccc3c2O[C@H](CN(C)Cc2ccc(C(=O)Nc4ccccc4N)cc2)[C@@H](C)CN([C@@H](C)CO)C3=O)n(C)n1,0,46
C[C@@H]1CCCCO[C@@H](CN(C)CC2CCCCC2)[C@@H](C)CN([C@H](C)CO)C(=O)c2cc(NC(=O)Nc3ccccc3)ccc2O1,-15,52
CC(C)NC(=O)Nc1ccc2c(c1)C(=O)N([C@@H](C)CO)C[C@H](C)[C@@H](CN(C)S(C)(=O)=O)O2,3,-10
C[C@@H]1CN([C@H](C)CO)C(=O)Cc2cc(NC(=O)C3CC3)ccc2O[C@@H]1CN(C)Cc1ccncc1,0,-10
Cc1cc(C(=O)Nc2cccc3c2O[C@H](CN(C)Cc2ccccc2)[C@@H](C)CN([C@@H](C)CO)C3=O)n(C)n1,3,19
CC(C)NC(=O)Nc1cccc2c1O[C@@H](CN(C)S(C)(=O)=O)[C@@H](C)CN([C@@H](C)CO)C2=O,1,-15
COc1ccc(CN(C)C[C@H]2Oc3c(NC(=O)Nc4ccc(C(F)(F)F)cc4)cccc3C(=O)N([C@H](C)CO)C[C@H]2C)cc1,-36,41
COc1ccc(CN(C)C[C@H]2Oc3c(NS(=O)(=O)c4cccs4)cccc3C(=O)N([C@@H](C)CO)C[C@@H]2C)cc1,-2,5
COc1ccc(CN(C)C[C@@H]2Oc3ccc(NC(=O)Cc4ccccc4)cc3C(=O)N([C@H](C)CO)C[C@H]2C)cc1,3,-10
C[C@@H]1CN([C@H](C)CO)C(=O)c2cc(NC(=O)Nc3ccc(C(F)(F)F)cc3)ccc2O[C@H]1CN(C)Cc1ccc(Cl)c(Cl)c1,-30,24
CC(C)NC(=O)Nc1ccc2c(c1)CC(=O)N([C@H](C)CO)C[C@@H](C)[C@@H](CN(C)C(=O)Nc1ccc3c(c1)OCO3)O2,9,-23
Cc1noc(C)c1NC(=O)Nc1ccc2c(c1)C(=O)N([C@@H](C)CO)C[C@H](C)[C@H](CN(C)C(=O)NC(C)C)O2,nt,3
C[C@@H]1CN([C@@H](C)CO)C(=O)c2cc(N(C)C)ccc2O[C@@H]1CN(C)C(=O)Nc1cccc2ccccc12,-2,10
COc1ccc(S(=O)(=O)N(C)C[C@H]2Oc3ccc(NS(=O)(=O)c4ccc(C)cc4)cc3C(=O)N([C@@H](C)CO)C[C@H]2C)cc1,0,13
COc1ccc(S(=O)(=O)N(C)C[C@@H]2Oc3ccc(NC(=O)Nc4cccc5ccccc45)cc3CC(=O)N([C@@H](C)CO)C[C@@H]2C)cc1,-4,-1
C[C@H]1CN([C@@H](C)CO)C(=O)Cc2cc(NC(=O)Cc3ccccc3)ccc2O[C@H]1CN(C)C(=O)NC1CCCCC1,9,-24
CC(C)NC(=O)N(C)C[C@@H]1Oc2c(NC(=O)c3ccc(-c4nccs4)cc3)cccc2C(=O)N([C@@H](C)CO)C[C@H]1C,3,4
COc1ccc(NC(=O)Nc2ccc3c(c2)C(=O)N([C@H](C)CO)C[C@H](C)[C@@H](CN(C)C(=O)Nc2cccc4ccccc24)OCCCC[C@@H](C)O3)cc1,-5,5
C[C@@H]1CN([C@H](C)CO)C(=O)CCCn2nncc2CO[C@@H]1CN(C)S(C)(=O)=O,nt,-14
Cc1noc(C)c1NC(=O)N(C)C[C@H]1OCc2cnnn2CCCC(=O)N([C@@H](C)CO)C[C@H]1C,nt,-11
CNC[C@H]1Oc2c(NC(=O)C3CCOCC3)cccc2C(=O)N([C@@H](C)CO)C[C@@H]1C,8,-24
C[C@@H]1CN([C@@H](C)CO)C(=O)c2cc(NC(=O)Nc3ccccc3)ccc2O[C@@H]1CN(C)Cc1ccc(Oc2ccccc2)cc1,-42,13
C[C@@H]1CN([C@@H](C)CO)C(=O)c2cccc(NC(=O)Nc3ccccc3)c2O[C@@H]1CN(C)C(=O)Nc1ccc2c(c1)OCO2,7,-19
C[C@@H]1CN([C@H](C)CO)C(=O)c2cccc(NC(=O)C3CCCCC3)c2O[C@@H]1CN(C)CC1CCCCC1,-10,10
Cc1noc(C)c1S(=O)(=O)Nc1ccc2c(c1)C(=O)N([C@H](C)CO)C[C@H](C)[C@H](CN(C)C(=O)NC(C)C)O2,nt,-3
C[C@@H]1CN([C@H](C)CO)C(=O)c2cccc(NS(=O)(=O)c3ccccc3)c2O[C@@H]1CN(C)S(=O)(=O)c1ccc(F)cc1,9,2
C[C@H]1CN([C@@H](C)CO)C(=O)c2cc(NC(=O)CCN3CCOCC3)ccc2O[C@H]1CN(C)Cc1ccc(Oc2ccccc2)cc1,nt,-10
C[C@H]1CN([C@@H](C)CO)C(=O)CCCn2nncc2CO[C@@H]1CN(C)Cc1ccc2cccnc2c1,nt,18
COc1ccc(S(=O)(=O)Nc2ccc3c(c2)CC(=O)N([C@H](C)CO)C[C@H](C)[C@H](CN(C)Cc2ccc(C(=O)Nc4ccccc4N)cc2)O3)cc1,53*,59*
O=C(NO)c1cccc(C(=O)N/N=C/c2cc(O)ccc2[N+](=O)[O-])c1,7,-12
Cc1ccc(S(=O)(=O)Nc2ccc3c(c2)CC(=O)N([C@H](C)CO)C[C@H](C)[C@H](CN(C)C(=O)Nc2ccc(C(F)(F)F)cc2)O3)cc1,-4,11
